CHRM4 PAM = human M4 muscarinic receptor positive allosteric modulators, primary screen, CHO-K1 cells, Fluo-8 calcium fluorescence. Muscarinic acetylcholine receptor M4 (Homo sapiens), P08173. CHO-K1 hM4/Gqi5, ACh EC20; 0% = ACh EC20, 100% = maximal ACh. activation, % at 3 µM. hit rate 0.4% among 360,000;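 active = activation above its plate's cutoff, the mean activation of sample wells plus 3 SD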; also: some results filed as inactive read as strong as hits
Target sequence (P08173 whole entry, looked up): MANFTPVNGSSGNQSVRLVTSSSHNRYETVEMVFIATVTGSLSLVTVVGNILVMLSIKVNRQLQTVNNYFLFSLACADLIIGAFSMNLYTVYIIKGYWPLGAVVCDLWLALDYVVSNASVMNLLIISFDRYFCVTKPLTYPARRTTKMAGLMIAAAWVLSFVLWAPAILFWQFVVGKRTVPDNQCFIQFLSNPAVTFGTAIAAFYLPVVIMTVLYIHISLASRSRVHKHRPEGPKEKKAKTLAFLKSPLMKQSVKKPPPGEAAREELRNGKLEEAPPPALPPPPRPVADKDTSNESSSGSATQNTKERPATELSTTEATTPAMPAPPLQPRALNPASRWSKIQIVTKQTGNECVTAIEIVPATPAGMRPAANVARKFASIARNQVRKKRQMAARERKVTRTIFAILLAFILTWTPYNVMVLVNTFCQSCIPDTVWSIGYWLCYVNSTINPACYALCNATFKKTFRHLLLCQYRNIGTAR
CRFBP-R2 agonist = agonists of CRF-BP/CRF-R2 complex, primary screen, cell-based, HEK293, calcium dye fluorescence, uHTS; calcium dye fluorescence (FLIPR); percent of saturating CRF peptide response; CRF-binding protein / CRF receptor 2 complex (human); AID 588473, 2011; activation, % at 13.2 µM; hit rate 0.46% among 350,000;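 active = activation of at least 50%, plus an integration ratio under a set limit after plate pattern correction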;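 also: plate controls were neutral control wells without compound for no effect and CRF at EC100 for full effect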
M5 PAM = human M5 muscarinic receptor positive allosteric modulators, primary screen, CHO-K1 cells, Fluo-8 calcium fluorescence; Muscarinic acetylcholine receptor M5 (Homo sapiens), P08912; CHO-K1 hM5, ACh EC20 PAM; 0% = ACh EC20, 100% = ACh EC100; activation, % at 3 µM; hit rate 0.3% among 360,000; AID 624038, 2012;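 active = activation above the run cutoff, the mean activation of all test compounds plus 3 SD, cut at about 18% in these data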
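Test system: CHO-K1 hM5 cells / Doses: single-point, 3 µM nominal / Times: Post-acetylcholine fluorescence recording 140 s / Technique: Fluo-8 calcium fluorescence / Measure: Max/basal fluorescence ratio as % of EC20–EC100 ACh window / Benchmarks: low control EC20 acetylcholine (0%), high control EC100 acetylcholine (100%) / Replicates: one well per compound, no replicates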
CHRM1 PAM = human M1 muscarinic receptor positive allosteric modulators, primary screen, CHO-K1 cells, Fluo-8 calcium fluorescence, 1536-well. Muscarinic acetylcholine receptor M1 (Homo sapiens), P11229. CHO-K1 hM1, ACh EC20; 0% = ACh EC20, 100% = maximal ACh. activation, % at 3 µM. hit rate 0.088% among 360,000; in the data active = activation above about 19%, passing the limit was not always enough
Target sequence (P11229 whole entry, looked up): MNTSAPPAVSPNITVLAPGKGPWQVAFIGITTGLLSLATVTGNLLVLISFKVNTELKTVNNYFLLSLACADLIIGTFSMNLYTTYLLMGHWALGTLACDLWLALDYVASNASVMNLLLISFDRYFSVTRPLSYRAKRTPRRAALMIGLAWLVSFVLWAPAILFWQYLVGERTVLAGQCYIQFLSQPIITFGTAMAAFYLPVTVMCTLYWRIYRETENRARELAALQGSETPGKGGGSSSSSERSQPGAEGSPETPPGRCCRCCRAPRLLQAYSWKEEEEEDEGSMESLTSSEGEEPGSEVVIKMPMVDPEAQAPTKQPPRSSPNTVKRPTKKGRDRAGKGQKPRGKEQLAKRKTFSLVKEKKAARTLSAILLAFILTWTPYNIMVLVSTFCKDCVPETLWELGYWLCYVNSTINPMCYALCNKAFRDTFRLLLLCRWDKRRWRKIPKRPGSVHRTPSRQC
CRFR2-BP antag = antagonists of CRF-BP/CRF-R2 complex, primary screen, cell-based, HEK293, calcium dye fluorescence, uHTS; inhibition, % at 11.8 µM; hit rate 0.59% among 350,000; CRF-induced calcium fluorescence;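 active = inhibition of the ligand-induced calcium signal above about 50% at the single tested concentration, limit read from the data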
M5 ag = human M5 muscarinic receptor agonists, primary screen, CHO-K1 cells, Fluo-8 calcium fluorescence; Muscarinic acetylcholine receptor M5 (Homo sapiens), P08912; CHO-K1 hM5 cells; 0% DMSO wells, 100% maximal acetylcholine response; activation, % at 3 µM; hit rate 0.19% among 360,000; AID 624037, 2012;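 active = activation above the run's mean over test compounds plus 3 SD, cut at about 23% in these data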;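 also: signal is peak over basal fluorescence ratio across the kinetic read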
M4 antag = human M4 muscarinic receptor antagonists, primary screen, CHO cells, Fluo-8 calcium fluorescence | hit rate 0.73% among 360,000 | Muscarinic acetylcholine receptor M4 (Homo sapiens), P08173 | AID 624125, 2012 | CHO-hM4 cells, ACh EC80 | inhibition, % at 3 µM;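 active = inhibition above its plate's cutoff, the mean inhibition of sample wells plus 3 SD, cut at about 27% in these data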;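 also: 0% = acetylcholine EC80 with DMSO and 100% = DMSO without agonist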
M5 antag = human M5 muscarinic receptor antagonists, primary screen, CHO cells, Fluo-8 calcium fluorescence. hit rate 0.59% among 360,000. CHO-hM5 cells, ACh EC80. inhibition, % at 3 µM. AID 624040, 2012. Muscarinic acetylcholine receptor M5 (Homo sapiens), P08912;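 active = inhibition above a per-plate cutoff, the mean of that plate's test compounds plus 3 SD, cut at about 27% in these data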;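 also: 0% = acetylcholine EC80 with DMSO and 100% = DMSO without agonist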
CHRM4 agonist = human M4 muscarinic receptor agonists, primary screen, CHO-K1 cells, Fluo-8 calcium fluorescence. Muscarinic acetylcholine receptor M4 (Homo sapiens), P08173. CHO-K1 hM4/Gqi5; vehicle 0%, full acetylcholine response 100%. activation, % at 3 µM. hit rate 0.14% among 360,000. AID 624127, 2012;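 active = activation above the run mean over all test wells plus 3 SD, cut at about 32% in these data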;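 also: peak over basal fluorescence ratio per well then scaled between controls; 0% = DMSO wells and 100% = acetylcholine at EC100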
* marks the source's active call; other numbers are inactive results; x = no result given.

SMILES | CHRM4 PAM | CRFBP-R2 agonist | M5 PAM | CHRM1 PAM | CRFR2-BP antag | M5 ag | M4 antag | M5 antag | CHRM4 agonist
O=C(NCCc1c[nH]c2ccccc12)C(=O)NCC1OCCCN1S(=O)(=O)c1ccccc1 (configuration not stated) | -6 | 0.3 | -9 | -2 | -31 | 1 | -8 | 10 | 13
CC(=O)Nc1cccc(-c2ccnc3c2CC(C)(C(=O)Nc2cccc(OC(F)(F)F)c2)O3)c1 (configuration not stated) | -4 | x | -3 | -4 | x | 2 | 6 | 7 | 8
CC(=O)NS(=O)(=O)c1ccc(NC(=S)NC(=O)C(C)(C)C)cc1 | 0 | -0.7 | 0 | 3 | 13 | -2 | 3 | 5 | 0
CCN1/C(=C/c2cc[n+](C)cc2)C=Cc2cc(C)ccc21 | -5 | -0.4 | 1 | 6 | -3 | -5 | 0 | 3 | 0
O=C(c1ccc2c(=O)n(Cc3ccc(Cl)cc3)c(=S)[nH]c2c1)N1CCOCC1 | 0 | -0.5 | -3 | -8 | -27 | -5 | 2 | 13 | 1
CCOc1cc(/C=C2\SC(=O)N=C2N)ccc1O | -5 | 1.0 | -6 | 9 | 12 | -1 | 4 | 4 | 0
CCC(=O)N1CCc2cc(Br)cc(S(=O)(=O)N3CCCCCC3)c21 | -5 | -0.8 | -8 | 1 | 25 | -5 | -9 | 6 | 2
CCOC(=O)C1(CCc2ccccc2)CCN(C(=O)CCc2cnn(C)c2)CC1 | 2 | 0.7 | -6 | 8 | 9 | -3 | 1 | 4 | 1
COc1ccc(-c2c(-c3cc(OC)cc(OC)c3)n(C)c3ccc(-c4cccc5[nH]ccc45)cc23)cc1 | 0 | 1.6 | -6 | -4 | 1 | 1 | 2 | 9 | 1
CC1CCN(C(=O)c2ccc(Br)c(S(=O)(=O)N3CCOCC3)c2)CC1 | 5 | -0.3 | 1 | 10 | -9 | 1 | -3 | 10 | 3
CCCOC(=O)COC(=O)c1ccccc1NC(=O)c1ccccc1 | -6 | 0.7 | -8 | -1 | 0 | -2 | 0 | -1 | 1
O=C(CC1C(=O)NCCN1Cc1ccc(F)cc1)NC1CCCCCCC1 (configuration not stated) | -15 | 2.0 | -4 | -17 | -13 | -7 | 45* | -1 | 2
COc1ccc(S(=O)(=O)N2CCCCC2)cc1NC(=O)CSc1nccn1C | -5 | -0.6 | 7 | 11 | 12 | -2 | 9 | 16 | 0
COCCCn1c(C)cc(C(=O)CN2c3cccc4cccc(c34)S2(=O)=O)c1C | -4 | 0.6 | -7 | -5 | -12 | 2 | 6 | 14 | 8
COc1ccc(NC(=O)O/N=C/c2ccncc2)cc1 | -5 | 2.0 | -1 | 4 | 31 | -1 | 1 | 0 | 0

8 of these compounds, reformatted:
mol	CHRM4 PAM	CRFBP-R2 agonist	M5 PAM	CHRM1 PAM	CRFR2-BP antag	M5 ag	M4 antag	M5 antag	CHRM4 agonist
O=C(NCCc1c[nH]c2ccccc12)C(=O)NCC1OCCCN1S(=O)(=O)c1ccccc1 (configuration not stated)	-6	0.3	-9	-2	-31	1	-8	10	13
CC(=O)Nc1cccc(-c2ccnc3c2CC(C)(C(=O)Nc2cccc(OC(F)(F)F)c2)O3)c1 (configuration not stated)	-4	x	-3	-4	x	2	6	7	8
CC(=O)NS(=O)(=O)c1ccc(NC(=S)NC(=O)C(C)(C)C)cc1	0	-0.7	0	3	13	-2	3	5	0
CCN1/C(=C/c2cc[n+](C)cc2)C=Cc2cc(C)ccc21	-5	-0.4	1	6	-3	-5	0	3	0
O=C(c1ccc2c(=O)n(Cc3ccc(Cl)cc3)c(=S)[nH]c2c1)N1CCOCC1	0	-0.5	-3	-8	-27	-5	2	13	1
CCOc1cc(/C=C2\SC(=O)N=C2N)ccc1O	-5	1.0	-6	9	12	-1	4	4	0
CCC(=O)N1CCc2cc(Br)cc(S(=O)(=O)N3CCCCCC3)c21	-5	-0.8	-8	1	25	-5	-9	6	2
CCOC(=O)C1(CCc2ccccc2)CCN(C(=O)CCc2cnn(C)c2)CC1	2	0.7	-6	8	9	-3	1	4	1

Carrying on.
SMILES | CHRM4 PAM | CRFBP-R2 agonist | M5 PAM | CHRM1 PAM | CRFR2-BP antag | M5 ag | M4 antag | M5 antag | CHRM4 agonist
CCCc1nc2nc(C)c(NS(=O)(=O)c3ccc4c(c3)CCCC4)c(=O)n2[nH]1 | 2 | 0.2 | 5 | 9 | -3 | -2 | 0 | 1 | 1
Cc1ccc(NC(=O)CCNC(=O)c2ccc(Br)cc2)cc1S(=O)(=O)N1CCOCC1 | -1 | 0.7 | 0 | -6 | -2 | -3 | -12 | 4 | 6
C/C(=N/NC(=O)c1cc(-c2cccc([N+](=O)[O-])c2)n[nH]1)c1ccc(Cl)cc1 | 7 | 1.2 | -3 | 9 | -21 | 0 | 6 | 4 | 1
Cc1ccc(S(=O)(=O)NCC(C)NS(=O)(=O)c2ccccc2[N+](=O)[O-])cc1 (configuration not stated) | 0 | -2.8 | 1 | 8 | -1 | 1 | 4 | -10 | 3
c1ccc(-c2nn[nH]n2)nc1 | 4 | -0.6 | 1 | 6 | -3 | -4 | 9 | 7 | 0
COc1cc2c(C#N)c(N3CCN(C)CC3)nc(N)c2c(N)n1 | 5 | x | 0 | 14 | x | 1 | 7 | 0 | 0
O=C1N/C(=N\N=C\c2ccccn2)SC1Cc1cccc(SC(F)F)c1 (configuration not stated) | 2 | 7.7 | -6 | 7 | 34 | -4 | 7 | 4 | 0
C(=NOCc1ccccc1)c1ccccn1 | 5 | 0.6 | 6 | 5 | -14 | 1 | -3 | 6 | 0
Cc1cc2c(c(Sc3ccccc3)n1)C(=O)OC2 | 10 | 0.9 | -2 | 10 | 9 | -2 | -10 | 4 | -1
CS(=O)(=O)n1nc(C(=O)N2CCOCC2)nc1N | 2 | 2.2 | -4 | 7 | 1 | -2 | -1 | -2 | 1
COc1ccc(NC(=O)CN2C(=O)NC(C)(C3CCCCC3)C2=O)c(OC)c1 (configuration not stated) | 9 | -0.8 | 2 | 12 | -4 | 1 | 1 | 9 | 3
COc1cccc(C(=O)COC(=O)c2ccc(NC(C)=O)cc2)c1 | -2 | -1.7 | -1 | 10 | 20 | -1 | 8 | -7 | 4
CN1C(=O)CC(N2CCN(C(c3ccccc3)c3ccccc3)CC2)C1=O (configuration not stated) | -2 | -0.3 | -5 | -1 | -7 | -15 | 6 | -1 | 0
O=C(CN1C(=O)NC2(CCCCC2)C1=O)N1CCN(C(=O)c2cccs2)CC1 | -2 | 0.3 | 6 | 2 | -10 | 1 | 6 | 9 | 0
COc1ccc(C)cc1NC(=O)CCc1ccc(S(=O)(=O)N2CCOCC2)cc1 | 1 | -1.6 | 1 | 3 | 6 | -2 | -3 | -11 | 2
CC(C)(C)NC(=O)c1ccc2c(c1)C(=O)N(Cc1ccco1)C2=O | 2 | -2.3 | 6 | 22 | -2 | 3 | -5 | -2 | 1
O=C(O)CN(c1cccc(C(F)(F)F)c1)S(=O)(=O)c1ccccc1 | -3 | 0.8 | 9 | 7 | -5 | -1 | 7 | 3 | 0
CC(C)(C)c1ccc(OCc2ccc(C(=O)N/N=C/c3ccc(O)c(O)c3)cc2)cc1 | -17 | -1.1 | -11 | -10 | 12 | 3 | 23 | 12 | 22
CCCC[n+]1ccn(-c2nc3ccccc3nc2[N-]S(=O)(=O)c2ccc(Cl)cc2)c1 | -9 | 0.9 | 3 | 0 | -11 | 8 | 11 | -1 | 1
O=C(CN1CCOCC1)N1CCN(c2nnc(-c3ccccc3)c3ccccc23)CC1 | -4 | -1.0 | -4 | 1 | -13 | -9 | -8 | -3 | 1
COc1ccccc1N(C)S(=O)(=O)c1ccc(C(=O)Nc2nccs2)cc1 | -9 | 0.9 | -21 | -9 | -12 | 3 | -3 | 9 | 16
Nc1cc(=O)[nH]c(SCC(=O)Nc2ccc(S(=O)(=O)N3CCCC3)cc2)n1 | 3 | -1.1 | 3 | 6 | 5 | -1 | 0 | 18 | 1
COc1cc2nc(C3CCC3)n(NC(=O)c3ccco3)c(=O)c2cc1OC | -1 | -0.8 | 2 | 9 | 3 | 1 | -7 | 4 | 5
CCNc1nc(NCC)nc(Oc2ccc(N)cc2)n1 | 4 | -2.4 | -3 | 1 | 17 | -1 | 12 | 3 | 1
Cc1cccc(Oc2nc(-c3ccccc3)cc(C)c2S(C)(=O)=O)c1C | -2 | 0.2 | -7 | -4 | 6 | -3 | -13 | -2 | -2
O=C(Nc1cccc(NC(=O)C2C3CC4OC(=O)C2C4C3)c1)c1ccccc1 (configuration not stated) | 6 | 3.9 | 2 | 9 | -4 | 2 | 6 | 6 | 1
CC(C)n1nnnc1-c1cccc(Cl)c1 | 4 | -1.3 | 6 | 0 | 3 | 0 | -5 | -16 | 1
COc1ccc2c(c1)[C@H]1[C@H](CO2)[C@H](c2ccccc2)[C@]2(C)C(=O)N[C@H](C)C(=O)N12 | 3 | -0.7 | 3 | 6 | 2 | 1 | 6 | 2 | 4
Cc1ccccc1OCC(=O)NCCN1CCCC1 | 0 | -2.5 | -6 | -1 | -6 | -8 | 1 | 1 | 1
COc1ccc(CCN=CC2=C(O)CCCC2=O)cc1OC | 3 | 1.7 | -1 | -1 | -44 | 0 | -10 | 4 | 1

3 entries from above, arranged by their value in CRFR2-BP antag, ascending.
SMILES | CHRM4 PAM | CRFBP-R2 agonist | M5 PAM | CHRM1 PAM | CRFR2-BP antag | M5 ag | M4 antag | M5 antag | CHRM4 agonist
CN1C(=O)CC(N2CCN(C(c3ccccc3)c3ccccc3)CC2)C1=O (configuration not stated) | -2 | -0.3 | -5 | -1 | -7 | -15 | 6 | -1 | 0
CCN1/C(=C/c2cc[n+](C)cc2)C=Cc2cc(C)ccc21 | -5 | -0.4 | 1 | 6 | -3 | -5 | 0 | 3 | 0
CC(C)(C)c1ccc(OCc2ccc(C(=O)N/N=C/c3ccc(O)c(O)c3)cc2)cc1 | -17 | -1.1 | -11 | -10 | 12 | 3 | 23 | 12 | 22

The list continues.
SMILES | CHRM4 PAM | CRFBP-R2 agonist | M5 PAM | CHRM1 PAM | CRFR2-BP antag | M5 ag | M4 antag | M5 antag | CHRM4 agonist
COc1ccc(Cc2nc(-c3cccnc3)no2)cc1OC | 8 | 5.3 | -3 | 6 | -13 | 0 | -9 | -3 | 2
COc1cccc(OCC(=O)N(Cc2nc(-c3ccc(Cl)cc3)no2)C(C)C)c1 | 5 | 6.7 | -10 | 6 | 23 | -3 | -31 | 1 | 2
COc1ccc(CNC(=O)CN2C(=O)CCSc3ccc(S(=O)(=O)N4CCCC4)cc32)cc1 | -8 | 1.7 | 3 | -4 | 0 | -1 | 5 | -7 | 4
O=C(CSc1nnc(NC(=O)C2CC2)s1)Nc1ccc(F)cc1F | 1 | -0.7 | 2 | 4 | 5 | -2 | 3 | -6 | 2
CC(C)C[C@H]1CN(CCCC[C@H]2CNC(=O)C(=O)N2Cc2ccccc2)C(=O)C(=O)N1CCC1CCCCC1 | 15 | x | 2 | x | x | -1 | -14 | -11 | 0
